Compound activity from PubChem.
ALDH1A1 block = qHTS Assay for Inhibitors of Aldehyde Dehydrogenase 1 (ALDH1A1); AID 1030, 2008; Potency, µM (titrated, usually from 75.3 µM), for inactives: at the highest dose activity, negative = inhibition, most hits filed as inhibitors; Purified ALDH1A1, NADH fluorescence, propionaldehyde substrate; 7.3% of 220,000 active; Aldehyde dehydrogenase 1A1 (Homo sapiens), P00352; active = well fitted inhibition curve with a large enough effect, not every such curve was filed as active; inconclusive = small, poorly fitted or top-dose-only effect, or another doubt; inactive = no such curve, though single readings can be large or run the other way;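 note: plate controls were no enzyme wells and a reference inhibitor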
Target sequence (P00352 whole entry, looked up): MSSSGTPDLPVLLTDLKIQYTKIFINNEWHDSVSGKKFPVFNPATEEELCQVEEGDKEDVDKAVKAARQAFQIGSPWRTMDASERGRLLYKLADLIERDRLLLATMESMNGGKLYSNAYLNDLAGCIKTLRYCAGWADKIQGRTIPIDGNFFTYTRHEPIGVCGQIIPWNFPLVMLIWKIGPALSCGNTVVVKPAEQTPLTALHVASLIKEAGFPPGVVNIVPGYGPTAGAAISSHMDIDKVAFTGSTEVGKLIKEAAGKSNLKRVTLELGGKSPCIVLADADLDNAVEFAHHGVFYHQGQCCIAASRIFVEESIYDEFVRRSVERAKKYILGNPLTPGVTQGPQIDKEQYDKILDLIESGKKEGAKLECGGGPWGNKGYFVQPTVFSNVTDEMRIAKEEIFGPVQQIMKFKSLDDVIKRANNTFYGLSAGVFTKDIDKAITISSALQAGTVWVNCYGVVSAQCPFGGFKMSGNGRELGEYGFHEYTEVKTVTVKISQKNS
JMJD2E inh = qHTS Assay for Inhibitors of Human Jumonji Domain Containing 2E (JMJD2E) | JMJD2E catalytic domain, FDH-coupled NADH fluorescence (FDH is formaldehyde dehydrogenase) | Potency, µM (titrated, usually from 57.1 µM), inactives show at the highest dose activity change, negative = inhibition, actives largely listed as inhibitors | 1.6% of 230,000 active; active = well fitted inhibition curve with a large enough effect, not every such curve was filed as active; inconclusive = small, poorly fitted or top-dose-only effect, or another doubt; inactive = no such curve, though single readings can be large or run the other way;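 note: 0% = wells with enzyme and -100% = buffer wells without enzyme; nearly all actives have a fitted effect of over 50% in size; many of its hits are not listed in these tables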
Target sequence (B2RXH2 1-337 limits assumed): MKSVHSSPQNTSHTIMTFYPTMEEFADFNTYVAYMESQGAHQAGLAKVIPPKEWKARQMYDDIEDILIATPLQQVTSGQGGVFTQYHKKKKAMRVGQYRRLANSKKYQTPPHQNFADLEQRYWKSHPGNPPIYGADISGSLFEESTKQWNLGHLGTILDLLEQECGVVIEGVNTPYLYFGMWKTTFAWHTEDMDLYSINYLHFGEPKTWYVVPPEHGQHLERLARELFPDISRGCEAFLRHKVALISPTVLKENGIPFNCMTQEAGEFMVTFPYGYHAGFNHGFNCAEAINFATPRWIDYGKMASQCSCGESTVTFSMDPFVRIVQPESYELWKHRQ
HTT cytoprotect = qHTS Multiplex Assay to Identify Dual Action Probes in a Cell Model of Huntington: Cytoprotection (ATP). PC12 HTT-Q103 induced, cytoprotection, ATP luminescence, 40 h. Potency, µM (titrated, usually from 56.4 µM), for inactives: cytoprotection (ATP increase), actives largely listed as activators. 0.14% of 230,000 active. AID 1471, 2008;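 note: % of control where 0% means no effect; nearly all actives have a fitted effect of over 45% in size; toxic huntingtin expression switched on by the ecdysone agonist tebufenozide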
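Compounds were screened for protection of PC12 cells against cell death after tebufenozide induction (100 nM final) of mutant Huntingtin exon 1 (Q103) fused to GFP.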
Tau ThT inhib = qHTS for Inhibitors of Tau Fibril Formation, Thioflavin T Binding; recombinant tau K18 P301L, heparin-induced fibrillization, ThT fluorescence; Potency, µM (titrated, usually from 57.4 µM), inactives show at the top dose activity, negative = inhibition, hits mostly inhibitors; 2.1% of 270,000 active; AID 1460, 2008; note: % is set by controls: 0 for no effect and ±100 for the full control effect; nearly all actives have a fitted effect of over 55% in size
Target sequence (P10636 561-689 P618L limits assumed): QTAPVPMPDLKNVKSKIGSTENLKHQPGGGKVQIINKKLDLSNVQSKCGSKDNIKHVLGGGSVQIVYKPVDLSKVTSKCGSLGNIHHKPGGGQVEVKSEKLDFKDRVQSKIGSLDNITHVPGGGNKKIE
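Heparin-induced (20 uM) aggregation of recombinant human K18 P301L tau, 15 uM unlabeled with 0.24 uM labeled, pH 7 acetate buffer, 6 hr at 37 C with compound. Fibrils quantified by 30 uM ThT fluorescence after 1 hr ambient incubation.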
HttQ103 aggreg = qHTS Multiplex Assay to Identify Dual Action Probes in a Cell Model of Huntington: Aggregate Formation (GFP) | 1.1% of 220,000 active | PC12 HttQ103-GFP aggregates, Acumen cytometry, 40 h | Potency, µM (series often up to 46.1 µM), for inactives: at the top dose activity change, negative = inhibition, usual class: inhibitors; note: % is set by controls: 0 for no effect and ±100 for the full control effect; nearly all actives have a fitted effect of over 60% in size
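Aggregate formation scored by laser-scanning cytometer (488 excitation, 500–530 emission) in lysed PC12 cells expressing Q103-GFP after 100 nM tebufenozide induction; library tested in dose series, with ATPLite reagent added in the multiplex.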
SMN2 splice enh = qHTS Assay for Enhancers of SMN2 Splice Variant Expression; HEK293 SMN2-luciferase splicing reporter, luminescence, 30-36 h; Potency, µM (highest dose often 46.1 µM), inactives show top-dose activity change, positive = activation, usual class: activators; 2.8% of 210,000 active; AID 1458, 2008; note: % of control where 0% means no effect; nearly all actives have a fitted effect of over 55% in size
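HEK293 cells carry an SMN2 minigene-luciferase reporter in which exon 7 inclusion puts luciferase in frame. Cells were seeded at 2000 cells/well, attached for 10-12 hours, then exposed to compounds for 30-36 hours at 37C before ONE-Glo luminescence.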
Tau fluor counter = Counterscreen qHTS for Inhibitors of Tau Fibril Formation, Fluorescence Polarization; tau K18 P301L (four-repeat tau fragment) Alexa594 fluorescence, heparin fibrillization; Potency, µM (series often up to 57.7 µM), for the others: at the top dose activity change, negative = decrease; 0.93% of 280,000 active; AID 1463, 2008; note: % is set by controls: 0 for no effect and ±100 for the full control effect; nearly all actives have a fitted effect of over 55% in size
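Human K18 P301L tau (15 uM unlabeled plus 0.24 uM Alexa 594-labeled, final) in 100 mM sodium acetate pH 7 was mixed with compound and 20 uM heparin and incubated 6 hr at 37 C.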
Tau FP inhib = qHTS for Inhibitors of Tau Fibril Formation, Fluorescence Polarization | AID 1468, 2008 | 0.39% of 280,000 active | Microtubule-associated protein tau (Homo sapiens), P10636 | Potency, µM (titrated, usually from 57.7 µM), inactives show top-dose activity, negative = inhibition, actives largely listed as inhibitors | K18 P301L tau heparin fibrillization, Alexa594 FP, 6 h; note: % is set by controls: 0 for no effect and ±100 for the full control effect; nearly all actives have a fitted effect of over 55% in size
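Human tau K18 […] P301L fragment, 15 uM unlabeled plus 0.24 uM Alexa 594-labeled tau (final), with compound and 20 uM heparin in 100 mM sodium acetate pH 7; 6 hr at 37 C, then Alexa 594 FP read.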
Starred values were filed as active, the others as inactive; ? = inconclusive; . = not tested or not shown; & = joins results of further samples; [ ] = remark or other dose. Unless noted, calls come from the whole dose curve; as a rule, active = well fitted curve in the direction sought with a large enough effect; inconclusive = small, poorly fitted or top-dose-only effect, or another doubt; inactive = no such curve, though single readings can be large; an effect the other way counts as inactive or inconclusive. Potency is the fitted concentration of half-maximal effect. An excerpt, so the mix of outcomes need not match the whole.

SMILES	ALDH1A1 block	JMJD2E inh	HTT cytoprotect	Tau ThT inhib	HttQ103 aggreg	SMN2 splice enh	Tau fluor counter	Tau FP inhib
O=C(O)c1ccccc1Nc1cccc(C(F)(F)F)c1	9%	-10%	-1%	-14%&-16%&-3%&-26%	4%&15%	-25%	?	13%&-3%&3%&-1%
CCCCC/C(=N/O)c1c(C)[nH]c2ccccc12	.	4%	8%[10 µM]	-17%	21%[9.22 µM]	.	?	7%
CC(C)Oc1ccc(CC2(CCc3ccncc3)C(=O)NC(=O)NC2=O)cc1	.	?	8%[10 µM]	-15%	5%[9.22 µM]	.	-15%	-3%
CN1C(=O)N(C)C(=O)C(CCc2ccccn2)(CCc2ccccn2)C1=O	7%	-10%	32%[10 µM]	11%	5%	-15%	10%	-6%
O=c1cc(-c2ccc(O)c(O)c2)oc2c(C3O[C@H](CO)[C@@H](O)[C@H](O)[C@H]3O)c(O)cc(O)c12 (some centres not stated)	?	1µM*	.	?	7%	1%	-18%	-3%
CC(C)CCC1(CN2CCCC2=O)C(=O)NC(=O)NC1=O	7%	6%	9%	-4%	2%	-22%	5%	4%
CC1N(P(=O)(c2ccccc2)c2ccccc2)CC(O)(c2ccccc2)CC12CC2 (configuration not stated)	-3%	-17%	1%	-13%	.	-36%[inhibitor]	-3%	15%
COc1ccc(/C=C/C2=CCN(C)CC2)cc1	25µM*	-6%	9%[10 µM]	-20%	18%[9.22 µM]	.	-13%	1%
Cc1ccc(O)c([C@H](CCN(C(C)C)C(C)C)c2ccccc2)c1	1%	.	-14%	-15%	0%	.	-21%	?
Cc1ccc(-c2cc(C(F)F)n3ncc(C(=O)N4CCC5(CC4)OCCO5)c3n2)cc1	?	?	-10%	-9%	10%	1%	0%	10%
C=CCN1C(=O)/C(=C\c2ccc(N3CCOCC3)o2)C(=O)NC1=S	18µM*	-2%	10%[10 µM]	?	17%	10%	0%	-6%
O=C1OCCC1NC1=NCCC1 (configuration not stated)	0%	4%	1%[10 µM]	-5%	-4%	14%	4%	-1%
Cc1c(C(=O)N2CCC3(CC2)OCCO3)sc2ncnc(N3CCc4ccccc4C3)c12	?	4%	-9%	-10%	9%	-52%[inhibitor]	-4%	10%
Cc1ccc2oc(-c3ccc(Cl)cc3)c(O)c(=O)c2c1	.	.	.	?	.	29%	-20%	-6%
CCCN1CCC[C@@H]2Cc3n[nH]cc3C[C@H]21	-4%	1%	.	-1%	.	-11%	-2%	4%
CSc1ccc(C(=O)C2CCCN(C)C2)cc1 (configuration not stated)	4%	-2%	-30%	-1%	-8%	.	0%	-4%
CC(=O)N(O)[C@@H]1c2cc(C#N)ccc2OC(C)(C)[C@H]1O	4%	?	13%	-8%	.	-5%	-10%	-2%
CCn1c(=O)n(CC(=O)N2CCC3(CC2)OCCO3)c(=O)c2ccccc21	-4%	?	-2%	-5%	22%	13%	-9%	-8%
COc1ccc(Cn2c(=O)oc3ccc(C)cc32)cc1OC	18%	11%	31%[10 µM]	-10%	?	-111%[inhibitor]	-11%	-8%
COC(=O)c1c(C)n(Cc2ccco2)c2ccc(O)cc12	20µM*	-5%	-12%	-15%	-6%	.	-22%	-4%
COc1ccccc1CCNC1C2CC3CC(C2)CC1C3 (configuration not stated)	8%	-3%	-25%[10 µM]	2%	4%	-18%	4%	-1%
O=C(C[n+]1ccn(CCCNP2(=O)C=C(c3ccccc3)OC(c3ccccc3)=C2)c1)c1ccccc1	?	-13%	-14%	-17%	7%	10%	12%	4%
CCOP(=S)(OCC)SCC(=O)NC(C)(CC)C(=O)O (configuration not stated)	5%	1%	2%	-6%	3%	7%	-13%	-1%
Oc1ccc(/C=N/NP(=S)(c2ccccc2)c2ccccc2)cc1	20µM*	-11%	13%	?	-18%	11%	13µM*[quencher]	?
O=[N+]([O-])c1ccc(N2CCCCCC2)c2ncccc12	?	?	.	16µM*	.	-4%	-28%	-4%
CCCCCC1CC(CC#CCN2CCOCC2)C(=O)O1 (configuration not stated)	6.3µM*	?	3%[10 µM]	-6%	-3%	-17%	3%	11%
S=P(Nn1cnnc1)(c1ccc(Br)cc1)c1ccc(Br)cc1	?	-25%	13%	?	-4%	11%	?	9%
CC1(C)CC(=O)C(C=NCCN2CCN(C(=O)Cc3ccccc3)CC2)=C(O)C1	?	5%	3%	-7%	14%	-16%	0%	-2%
CSc1ccc(C(=O)C2CCCN(Cc3cccnc3)C2)cc1 (configuration not stated)	-2%	-4%	0%	-8%	-21%	.	-2%	-2%
Cc1nn(Cc2ccccc2)c(C)c1C=C1C(=O)NC(=O)NC1=O	-4%	-21%	.	?	7%	4%	-5%	-3%
CCNC(=O)NC(=O)C(C)OC(=O)c1c(C)nn(Cc2ccccc2Cl)c1Cl (configuration not stated)	1%	7%	0%[10 µM]	2%	10%	-33%[inhibitor]	16%	3%
O=[N+]([O-])c1cccc2c([As](=O)(O)O)cccc12	?	-4%	2%[10 µM]	-1%	12%[9.22 µM]	.	2%	7%
CCC[C@@](C)(COC(N)=O)COC(=O)NC(C)C	5%[20.9 µM]	8%[25.5 µM]	?	.	.	-8%[20.6 µM]	.	.
CN1[C@@H](C[C@@H](O)c2ccccc2)CCC[C@@H]1C[C@H](O)c1ccccc1	-10%[20.9 µM]	-4%[25.5 µM]	3%[40.3 µM]	.	.	-12%[20.6 µM]	.	.
c1ccc(-c2nnc(C3CC(c4cccnc4)=NO3)o2)cc1 (configuration not stated)	.	-7%	6%[10 µM]	-2%	6%[9.22 µM]	.	4%	5%
CCN(CC)CCN=C(C)c1c(O)n(-c2ccccc2OC)c(=O)[nH]c1=O	10%	-11%	11%	-12%	11%	8%	0%	-1%
Cc1ccc2c(c1)C1CN(C)CCC1N2C(=O)c1cccs1 (configuration not stated)	.	4%	-2%[10 µM]	.	2%[9.22 µM]	.	-7%	-4%
NP(=O)(Oc1ccc(Cl)cc1)Oc1ccc(Cl)cc1	-4%	-3%	-21%	-7%	-9%	14%	-11%	-5%
Cc1ccc(-n2c(O)c(C=Nc3ccc(Br)cn3)c(=O)[nH]c2=O)cc1	-8%	?	-12%[10 µM]	-15%	10%[9.22 µM]	0%	-2%	1%
CCCCCCN1CCN(c2ccccc2Cl)CC1	-5%	?	-12%	-11%	15%	-3%	-9%	-3%
CCCOC(=O)c1ccc(OC(=O)c2ccco2)cc1	-6%	6%	-13%	?	-17%	4%	-13%	-4%
Oc1cccc(/C=N/NP(=S)(c2ccccc2)c2ccccc2)c1	0%	-3%	20%	-5%	19%	-14%	?	?
CN1C(=O)CCS(=O)(=O)C1c1ccc(Cl)cc1 (configuration not stated)	-4%&9%&7%	10%&-11%	-33%[inhibitor]	-1%&5%&-3%	3%	9%&4%&6%	-4%&0%&-9%	2%&-2%&-10%
CCc1cc2c(N3CCN(C)CC3)ncnc2s1	-1%	-21%	5%[10 µM]	2%	?	-5%	5%	9%
CCC(=NCCCN(CC)CC)c1c(O)n(C2CCCCC2)c(=O)[nH]c1=O	?	-9%	-30%[0.074 µM]	-12%	5%	-8%	-5%	1%
Cc1ccc(O)cc1	7%&-4%	5%	-19%&-14%	6%	.	-1%&-1%	1%	5%
OC1(c2ccc(F)cc2)CC2CCC(C1)N2Cc1nnnn1C1CCCCC1 (configuration not stated)	0.63µM*	-7%	13%[10 µM]	2%	-1%	-12%	-6%	3%
O=Cc1c(C(=O)O)n(Cc2ccc(Cl)cc2)c2ccccc12	13µM*	?	-3%[10 µM]	-15%	18%	-6%	-2%	-3%
Cc1cccc(C)c1OP(N)(=O)Oc1c(C)cccc1C	.	-1%	-3%[10 µM]	-6%	4%[9.22 µM]	.	-4%	-2%
CN=C(SCc1cc2c(cc1Cl)OCO2)c1c(O)n(C)c(=O)n(C)c1=O	-3%	-6%	-3%[0.074 µM]	?	-9%	-20%	-6%	-6%
CCN1CCc2ccccc2C1	.	1%	19%[10 µM]	-5%	-2%[9.22 µM]	.	-7%	-2%
NNCc1ccccc1	-11%	-19%	-60%[inhibitor]	?	.	4%	-23%	0%
CNC(=O)[C@H]1C[C@@H]1[C@H](NP(=O)(c1ccccc1)c1ccccc1)c1ccccc1	1%	3%	3%	-11%	.	6%	-9%	2%
CC(CCC(=O)O)C1CCC2C3CC[C@H]4CC(O)CC[C@@]4(C)C3CC[C@@]12C (some centres not stated)	3%	4%	-24%	-17%	.	-2%	-3%	6%
COc1cc(C[C@@H](C)N)c(OC)cc1I	-8%	2%&7%	7%[10 µM]	7%&-4%	5%[9.22 µM]	-35%	0%&-8%	6%&-3%
CN(C)C(=O)Oc1ccc([N+](=O)[O-])cc1	3%	-3%	.	-2%	-21%	-1%	1%	0%
CCC(=O)c1cn(Cc2ccccc2C#N)c2ccccc12	-1%	-2%	-2%[10 µM]	2%	-5%	-19%	-13%	-11%
CC(C)n1c(O)c(C=NCc2ccccc2)c(=O)[nH]c1=S	-10%	7%	-5%[10 µM]	-2%	-18%[9.22 µM]	.	-7%	-8%
O=C1C=C2C(=CCOC2O)O1 (configuration not stated)	?	-3%	.	2.2µM*	.	-106%[inhibitor]	-19%	2µM*
O=c1cccc2n1CC1CC2CN(Cc2c(F)cccc2Cl)C1 (configuration not stated)	?	-15%	-17%	-5%	-9%	0%	-1%	-1%
